Screening results (PubChem BioAssay)
GLS inhibitor = inhibitors of human glutaminase (GLS) | O94925 | GLS enzymatic activity, qHTS titration | Potency, µM (top dose mostly 45.5 µM), for inactives: top-dose activity change, negative = inhibition, usual class: inhibitors | 410,000 tested, 0.21% active; note: potency is the fitted concentration of half-maximal effect; % is set by controls: 0 for no effect and ±100 for the full control effect
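hKGA in 45 mM KH2PO4 (pH 8.2), 0.02% Tween-20 with compound, then 1mM L-Glutamine (stock as added) plus glutamate oxidase/HRP/Amplex red coupling mix. Fluorescence read initially and after 30 min at RT; signal change reflects glutamate formation.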
G9a inh = inhibitors of human histone lysine methyltransferase G9a; Q96KQ7; G9a H3K9 monomethylation, AlphaScreen, 2 h; Potency, µM (titrated, usually from 102 µM), for the others: at the top dose activity, negative = inhibition, actives largely listed as inhibitors; 350,000 tested, 8.8% active; note: potency is the fitted concentration of half-maximal effect; % is set by controls: 0 for no effect and ±100 for the full control effect; nearly all actives have a fitted effect of over 75% in size
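Signal arises when biotinylated H3K9 peptide, once monomethylated, bridges streptavidin donor and antibody-captured acceptor beads. Enzyme at 20 nM was preincubated 15 min with test compounds; peptide 500 nM and SAM 20 uM then reacted for 2 h.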
POLH inh = blocks human DNA polymerase eta activity; Q9Y253; recombinant Pol eta, fluorescent DNA replication assay; Potency, µM (titrated, usually from 114 µM), without a hit: top-dose activity change, negative = inhibition, usual class: inhibitors; 390,000 tested, 1.2% active; AID 588591; note: potency is the fitted concentration of half-maximal effect; % is set by controls: 0 for no effect and ±100 for the full control effect
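Pol eta (10 nM) was preincubated with compounds for 15 min at room temperature, after which fluorescent replication substrate (50 nM final) was added to start the reaction. Fluorescence was read kinetically at 0 and 10 min.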
PI4K2A inh = blocks human PI4K2A kinase activity; purified PI4K2A, ADP-Glo luminescence, 1 h; hits give low values; 420,000 tested, 0.13% active; AID 1346378; activity change, negative = inhibition, % at 76.9 µM; in the data active = activity change below about -50%; inconclusive = mostly about -30% to -49%;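 note: -100% = wells without enzyme as full effect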
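In this quantitative HTS, ADP production by PI4K2A was quantified luminescently after 1 h at ambient temperature; 100 microM adenosine served as plate-quality control.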
BAZ2B block = inhibitors of human BAZ2B bromodomain. Potency, µM (titrated, usually from 114 µM), for the others: at the top dose activity change, negative = inhibition, actives largely listed as inhibitors. AlphaScreen BAZ2B-H3K14Ac peptide displacement. 360,000 tested, 4.4% active; note: potency is the fitted concentration of half-maximal effect; % is set by controls: 0 for no effect and ±100 for the full control effect; nearly all actives have a fitted effect of over 60% in size
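Compounds, titrated to a top concentration of 110 uM, were incubated 30 min at room temperature with preformed BAZ2B/acetyl-K14 H3 peptide complex (50 nM each). Proximity signal was measured by AlphaScreen after 20 min with beads.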
JMJD2A Tudor = JMJD2A Tudor domain (human) inhibition | AID 504339 | AlphaScreen JMJD2A-Tudor / H3K4me3 peptide binding | Potency, µM (highest dose often 114 µM), for inactives: top-dose activity change, negative = inhibition, usual class: inhibitors | O75164 | 390,000 tested, 4.4% active; note: potency is the fitted concentration of half-maximal effect; % is set by controls: 0 for no effect and ±100 for the full control effect; nearly all actives have a fitted effect of over 50% in size
HP1b binding inh = inhibitors of HP1-beta chromodomain binding to methylated histone tails. AlphaScreen HP1-beta / biotin-H3K9me3 peptide binding. Potency, µM (titrated, usually from 114 µM), for the others: at the top dose activity change, negative = inhibition, usual class: inhibitors. 390,000 tested, 0.56% active. AID 540317; note: potency is the fitted concentration of half-maximal effect; nearly all actives have a fitted effect of over 70% in size; inactives centre near 23
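Compound inhibition of the preformed complex between 50 nM HP1-beta and 50 nM biotinylated H3K9me3 peptide was read by AlphaScreen. Buffer was PBS pH 7.4 with 0.01% Tween-20. Incubations ran 30 min at room temperature, with 10 ug/mL donor/acceptor beads.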
Pin1 inhibitor = blocks the human prolyl isomerase Pin1 | Pin1 FP peptide displacement, HiFluor488, 10 min | Q13526 | Potency, µM (titrated, usually from 115 µM), for the others: at the top dose activity, negative = inhibition, hits mostly inhibitors | 390,000 tested, 0.009% active; active = well fitted inhibition curve with a large enough effect in the polarisation, with a control signal flat, not every such curve was filed as active; inconclusive = small, poorly fitted or top-dose-only effect, or effect the other way, or a change in a side signal; inactive = no such curve, though single readings can be large or run the other way; the % refers to the polarisation; note: potency is the fitted concentration of half-maximal effect; % is set by controls: 0 for no effect and ±100 for the full control effect
PGK inhibitor = T. brucei PGK inhibition; P07378; PGK/GAPDH coupled, Kinase-Glo luminescence, 60 min; Potency, µM (highest dose often 57.5 µM), without a hit: at the top dose activity change, negative = inhibition, actives largely listed as inhibitors; 380,000 tested, 0.043% active; note: potency is the fitted concentration of half-maximal effect; % is set by controls: 0 for no effect and ±100 for the full control effect; nearly all actives have a fitted effect of over 60% in size
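Recombinant glycosomal PGK reaction used 1,3-bisphosphoglycerate generated in-well by GAPDH (100nM final) in 100mM TEA pH 7.6, 5mM MgCl2, 0.01% Tween-20. After 60 minutes at room temperature, ATP was read by Kinase-Glo Plus luminescence end-point.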
The depositor's hits bear a star; i = inactive; ? = inconclusive; . = no result given; & = joins results of further samples; [ ] = another dose, or the depositor's remark. Unless noted, calls come from the whole dose curve; as a rule, active = well fitted curve in the direction sought with a large enough effect; inconclusive = small, poorly fitted or top-dose-only effect, or another doubt; inactive = no such curve, though single readings can be large; an effect the other way counts as inactive or inconclusive. A portion of the library; count on the stated rates, not on these rows.

SMILES	GLS inhibitor	G9a inh	POLH inh	PI4K2A inh	BAZ2B block	JMJD2A Tudor	HP1b binding inh	Pin1 inhibitor	PGK inhibitor
Cc1cccc(C(=Cc2ccc([N+](=O)[O-])cc2)C(=O)O)c1	3.3%	.	-15.9%	8.0	.	.	.	.	-10.0%
Fc1ccc(CSc2nnc(CN3CCOCC3)n2-c2ccccc2)c(Cl)c1	6.7%	5.1%[59 µM]	-1.0%	15.4	9.7%	1.7%	33.4%	-7.7%	4.4%
CCOC(=O)N1CCN(C(=O)C2CCN(S(=O)(=O)CC)CC2)CC1	-1.5%	-0.5%	2.4%	0.0	9.2%	2.6%	21.0%	-5.5%	-4.9%
C=CCc1ccccc1OCCn1ccnc1	-0.8%	8.91µM*	-10.9%	1.7	50.1µM*	-90.8%[57.1 µM]	?	8.1%	i
CCn1cc(C(=O)NCc2cccnc2)c2cc(OC)c(OC)cc2c1=O	5.8%	11.2µM*	-8.6%	-1.5	8.6%	-22.9%	19.2%	-1.8%	-5.6%
NC(=O)c1cc2cc(Cl)ccc2o/c1=N/NC(=O)c1cccs1	-0.6%	-0.7%	8.7%	-4.0	-1.4%	-14.7%	19.5%	26.3%	-1.4%
CN(C)C(=O)/C(=C\c1cccc(Oc2ccccc2)c1)NC(=O)c1ccccc1	-2.5%	-3.5%[59 µM]	-7.5%	8.1	-27.6%	-15.1%	23.2%	3.0%	-4.8%
CCCCn1c(N)c(N(CCC(C)C)C(=O)C2CCN(C(=O)c3ccccc3C)CC2)c(=O)[nH]c1=O	2.3%	-47.1%	-18.8%	-5.8	8.3%	2.1%	25.2%	-1.0%	-5.5%
C/C(CC(=O)Nc1cccc(C(F)(F)F)c1)=N\NC(=O)C(=O)NCC(C)C	-10.9%	-8.8%	-22.9%	-12.1	36.7%[activator]	0.7%	53.9%[activator]	-3.8%	1.1%
Cc1cccc(C(=O)Nc2ccc(O)c3c(=O)cc(-c4ccccc4Cl)oc23)c1	7.5%	1.8%	-3.5%	2.1	0.7%	-13.1%&-25.4%	34.6%&18.1%	-0.5%&-10.1%	-1.1%
O=C(Nc1ccncc1)c1ccc(S(=O)(=O)Nc2ccccc2)cc1	11.3%	-7.0%	-15.4%	4.0	-33.4%	-24.7%	37.5%	-0.4%	i
NNC(=S)Nc1cccc(Cl)c1	13.2%	.	-14.6%	-0.7	-6.6%	-22.5%	14.8%	2.1%	2.5%
O=C1OC=NC1=Cc1ccccc1	8.7%	.	?	4.9	.	-2.1%	3.9%	25.6%	i
CC(=O)Nc1nc(-c2ccccc2)c(-c2ccccc2)o1	0.0%	-7.8%[59 µM]	-20.9%	2.1	?	-25.0%	10.8%	-6.8%	-6.1%
O=C(Nc1cccc(Cl)c1N1CCCC1)c1ccc([N+](=O)[O-])o1	6.7%	10µM*	-5.9%	2.1	?	?	-25.2%	-2.5%	-1.4%
COc1ccc(CNC(=O)c2sc3nc4c(c(C(F)(F)F)c3c2N)CCC4)cc1OC	8.7%	6.8%[59 µM]	-19.4%	0.1	9.3%	?	?	?	i
COc1ccc(CCNC(=O)CSc2nc3c(c(=O)n(C)c(=O)n3C)n2C(C)C)cc1OC	17.8%	15.6%	-3.5%	-7.9	10.8%	-1.3%	8.3%	-12.3%	-3.3%
Cc1ccc(S(=O)(=O)NN=C2CCc3ccccc32)cc1	11.4%	.	5.3%	-2.2	.	.	.	.	-1.3%
COc1ccccc1NC(=O)COC(=O)[C@@H]1CCCN1C(=O)c1cccs1	-5.0%	8.4%[59 µM]	-13.3%	7.1	6.8%	5.6%	45.0%	4.3%	1.0%
c1ccc2c(c1)CC(N1CCCCC1)c1ccccc1N2 (centres undefined)	32.6%[activator]	-31.3%[59 µM]	-2.0%	0.0	-14.5%	-11.6%	1.9%	1.2%	i
CCOc1ccccc1C(=O)NC(CO)C(=O)O (centres undefined)	-3.5%	23.3%[12.7 µM]	-4.8%	-0.1	-29.2%	-18.9%	23.7%	-0.9%	-8.9%
CCC(Sc1nc2c(sc3ccccc32)c(=O)n1CCc1ccccc1)C(=O)N(CC)CC (centres undefined)	-1.8%	-0.2%[59 µM]	-22.4%	-3.6	-0.1%	-14.3%	39.1%[activator]	1.3%	i
O=C(NCc1ccccn1)c1cc(-c2ccncc2)nc2ccccc12	5.8%	21.5%[0.501 µM]	-6.5%	-1.5	7.1%	?	14.4%	0.6%	-4.2%
CC(C)(C)NC(=O)NC(=O)COC(=O)CNS(=O)(=O)c1ccc(Br)cc1Cl	-4.2%	-2.3%	-14.6%	0.4	-14.5%	-19.7%	23.4%	4.2%	-5.4%
CCOC(=O)c1ccccc1NC(=O)CSc1ncc(C(=O)OCC)c(N)n1	1.9%	?	-9.5%	3.9	-20.5%	-18.4%	47.0%[activator]	3.9%	-9.8%
CCCc1cc(=O)[nH]c(SCC(=O)Nc2cc(C)on2)n1	-11.5%	2.8%	-16.1%	-0.7	-9.9%	-2.7%	48.3%	5.3%	-3.0%
Nc1nc(SCCO)[nH]c(=O)c1NC(=O)c1ccco1	20.3%	23.1%[12.7 µM]	-11.7%	-2.9	9.2%	3.7%	37.6%	-6.5%	i
CC1Oc2ccccc2N(CC(=O)NC2CC2)C1=O (centres undefined)	5.6%	13.3%[59 µM]	2.5%	4.9	1.3%	-9.6%	-4.7%	0.5%	5.5%
CCNC(=O)N1CCC(n2nccc2NC(=O)CCOc2ccccc2)CC1	-3.0%	14.4%	-9.5%	0.6	-11.3%[57.1 µM]	-11.7%	28.9%	1.8%	9.5%
COc1ccc(C(=O)NC(C)CCc2ccccc2)c(O)c1 (centres undefined)	8.5%	91.5%[activator]	-9.9%	-3.2	32.3%	27.5%	63.7%[activator]	-4.8%	i
CCc1c(C)sc(NC(=S)NC(C)C2CCCO2)c1C(=O)OC (centres undefined)	-4.1%	-35.8%	?	2.4	?	-21.6%[57.1 µM]	7.7%	-1.0%	2.4%
O=C(CN(C(=O)c1csnn1)c1ccccc1Cl)NCCc1ccccc1	4.7%	-8.1%	-8.5%	1.3	-11.4%	-2.8%	0.3%	0.1%	7.4%
O=C(CN(Cc1cccs1)C(=O)CNS(=O)(=O)c1ccc(Cl)cc1)NCc1ccco1	0.0%	?	-6.5%	-2.4	-38.5%	?	19.0%	13.0%	-18.9%
CC(C)Cn1c(-c2ccncc2)n[nH]c1=S	-7.8%	7.08µM*	-9.9%	-24.4	?	20µM*	25.1%	2.1%	-9.0%
O=c1c2nnn(Cc3ccccc3)c2ncn1-c1ccccc1	5.5%	-0.2%[12.7 µM]	5.1%	-8.5	5.1%	0.3%	76.3%[activator]	3.4%	-2.0%
C=CCn1c(=O)c(C(=O)Nc2ncccc2C)c(O)c2ccccc21	6.1%	.	-15.1%	-4.5	.	.	.	.	5.6%

Ordered by formula weight (largest number first): part of the list above
SMILES	GLS inhibitor	G9a inh	POLH inh	PI4K2A inh	BAZ2B block	JMJD2A Tudor	HP1b binding inh	Pin1 inhibitor	PGK inhibitor
O=C(CN(C(=O)c1csnn1)c1ccccc1Cl)NCCc1ccccc1	4.7%	-8.1%	-8.5%	1.3	-11.4%	-2.8%	0.3%	0.1%	7.4%
CCCc1cc(=O)[nH]c(SCC(=O)Nc2cc(C)on2)n1	-11.5%	2.8%	-16.1%	-0.7	-9.9%	-2.7%	48.3%	5.3%	-3.0%
COc1ccc(C(=O)NC(C)CCc2ccccc2)c(O)c1 (centres undefined)	8.5%	91.5%[activator]	-9.9%	-3.2	32.3%	27.5%	63.7%[activator]	-4.8%	i

(cont.)
SMILES	GLS inhibitor	G9a inh	POLH inh	PI4K2A inh	BAZ2B block	JMJD2A Tudor	HP1b binding inh	Pin1 inhibitor	PGK inhibitor
O=C(NCCc1ccccc1)c1cc(-c2ccccc2)c(N2CCOCC2)s1	-5.4%	.	-13.1%	5.1	.	-24.1%	8.2%	2.5%	-1.4%
COc1ccc(CNC(=O)N2CCN(c3ccc(F)cc3)CC2)cc1Cl	27.9%	-23.8%	-11.8%	1.3	-16.0%	-24.6%	14.4%	-9.9%	-5.0%
Cc1cnc(C(=O)OCC(=O)Nc2cc(S(=O)(=O)N3CCCCC3)ccc2Cl)cn1	0.0%	7.0%	-2.8%	4.4	-0.9%	-15.2%	-2.7%	3.0%	2.3%
CCN(CC)S(=O)(=O)c1ccc(N2CCOCC2)c(NC(=O)c2nn(C)c(=O)c3ccccc23)c1	-0.7%	.	-11.9%	4.7	.	1.0%	31.5%	1.2%	i
CC(C)OC(=O)NCCOC(=O)Nc1ccc(Cl)c(Cl)c1	-0.4%	-9.1%[59 µM]	-12.2%	-1.8	8.2%	13.6%	85.2%[activator]	-10.6%	0.6%
CCCOc1ccc(CSC(=N)N)cc1C(=O)OC	9.9%	-5.4%	-3.2%	0.0	-2.1%	-11.6%	7.7%	4.0%	2.7%
Cc1ccc(NC(=S)Nc2cccc3cnccc23)cc1C	0.0%	-4.4%[12.7 µM]	-0.2%	-4.5	-36.1%	-34.0%	?	-5.6%	-5.2%
O=C(Nc1cccnc1Cl)c1cc([N+](=O)[O-])ccc1Cl	10.9%	-44.5%	-5.8%	5.9	-22.0%	0.0%	27.8%	-2.3%	0.3%
COc1ccccc1N1CCN(c2nc3c(S(=O)(=O)c4ccc(C)c(C)c4)nnn3c3ccc(Cl)cc23)CC1	-1.0%	-29.8%[59 µM]	-3.8%	-2.1	-9.0%	-12.4%	10.0%	3.9%	11.0%
COc1cc(OC)cc(-n2nc(C(=O)NCCCN3CCOCC3)c3ccccc3c2=O)c1	-9.9%	-5.3%[12.7 µM]	-1.1%	10.3	1.0%	2.5%	26.1%	-4.3%	i
Cc1ccc(C(=O)C(=S)N2CCOCC2)cc1	8.0%	-9.8%[59 µM]	-18.2%	1.0	-6.0%	-10.1%	8.4%	-1.9%	-9.5%
Nc1sc2c(c1C(=O)NCCc1ccccc1)CCC2	-1.5%	.	-11.1%	11.2	?	-33.1%	?	22.9%	-9.0%
